TbPYK inhibitor: qHTS of Trypanosoma Brucei Inhibitors; pyruvate kinase (Trypanosoma brucei), Q57TT1; actives 0.12% (n = 410,000); AID 624173, 2012; TbPYK enzyme, Kinase-Glo Plus ATP luminescence, 45 min; Potency, µM (top dose mostly 76.8 µM), for the others: top-dose activity, negative = inhibition, hits mostly inhibitors; note: potency is the fitted concentration of half-maximal effect; nearly all actives have a fitted effect of over 50% in size
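Luminescent Kinase-Glo Plus end-point after 45 min room-temperature reaction of T. brucei pyruvate kinase started with 130 uM ADP (final). Buffer TEA 50 mM pH 7.2 with KCl, MgCl2, BSA, Tween-20; titration-based qHTS with fitted concentration-effect curves.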
AmpC inh detg: qHTS Inhibitors of AmpC Beta-Lactamase (assay with detergent). P00811. AmpC hydrolysis of nitrocefin, absorbance 480 nm, 0.01% Triton. Potency, µM (series often up to 114 µM), for inactives: top-dose activity change, negative = inhibition, usual class: inhibitors. actives 0.041% (n = 370,000);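 note: potency is the fitted concentration of half-maximal effect; 0% = no-compound wells and -100% = no-enzyme wells; nearly all actives have a fitted effect of over 25% in size; some results filed as inactive show a strong effect at the top dose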
Target sequence (P00811 whole entry, looked up): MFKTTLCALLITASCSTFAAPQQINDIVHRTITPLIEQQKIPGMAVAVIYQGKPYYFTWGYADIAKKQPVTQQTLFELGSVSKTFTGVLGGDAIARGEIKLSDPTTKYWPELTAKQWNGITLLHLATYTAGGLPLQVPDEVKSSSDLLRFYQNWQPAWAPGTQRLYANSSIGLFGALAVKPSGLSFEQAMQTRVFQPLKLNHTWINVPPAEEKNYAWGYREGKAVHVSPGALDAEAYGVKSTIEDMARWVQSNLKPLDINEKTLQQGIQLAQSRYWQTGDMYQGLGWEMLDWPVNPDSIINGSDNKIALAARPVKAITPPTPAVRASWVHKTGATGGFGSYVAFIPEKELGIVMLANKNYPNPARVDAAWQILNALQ
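20 mM phosphate pH 7.0 + 0.01% (detergent screen) or 0.0001% Triton X-100; 5.3 nM AmpC reagent; cpd preinc 15 min RT; nitrocefin (800 uM stock) to start; A480 q20 s × 4 min; Activity was normalised to no-enzyme and no-compound control wells.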
HCV inh: qHTS Assay for Inhibitors of Hepatitis C Virus (HCV); Huh7.5.1 HCVcc-Cre infection, luciferase reporter, 44 h; Potency, µM (doses to about 41.8 µM), without a hit: top-dose activity change, negative = inhibition, most hits filed as inhibitors; actives 3.4% (n = 340,000); note: potency is the fitted concentration of half-maximal effect
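Whole-lifecycle infectious HCVcc-Cre system; cells 1,000/well, compound then virus (~0.5 moi) added 4 h after plating, 44 h culture. Luciferase read 15 sec following 15 min substrate incubation, room temp.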
AMA1 RON2 block: qHTS for Inhibitors of AMA1-RON; Towards Development of Antimalarial Drug Lead: Primary Screen; AlphaScreen AMA1-biotinylated RON2 peptide binding; Potency, µM (titrated, usually from 58.2 µM), without a hit: at the top dose activity change, negative = inhibition, actives largely listed as inhibitors; actives 0.2% (n = 360,000); AID 720542, 2013;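 note: potency is the fitted concentration of half-maximal effect; 0% = vehicle wells and -100% = peptide control; nearly all actives have a fitted effect of over 45% in size; some results filed as inactive show a strong effect at the top dose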
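AMA1 (3D7) with his tag at 25 nM final met compounds first, then biotinylated RON2 peptide at 25 nM; detection used donor plus acceptor beads, 10 µg/mL apiece, read by AlphaScreen after 30 min at room temperature.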
LmPK inh: qHTS Assay for Inhibitors of Leishmania Mexicana Pyruvate Kinase (LmPK) | Q27686 | purified LmPK, Kinase-Glo ATP luminescence, 1 h | Potency, µM (doses to about 57.5 µM), for inactives: at the highest dose activity change, negative = inhibition, usual class: inhibitors | actives 0.37% (n = 290,000); note: potency is the fitted concentration of half-maximal effect
Target sequence (Q27686 whole entry, looked up): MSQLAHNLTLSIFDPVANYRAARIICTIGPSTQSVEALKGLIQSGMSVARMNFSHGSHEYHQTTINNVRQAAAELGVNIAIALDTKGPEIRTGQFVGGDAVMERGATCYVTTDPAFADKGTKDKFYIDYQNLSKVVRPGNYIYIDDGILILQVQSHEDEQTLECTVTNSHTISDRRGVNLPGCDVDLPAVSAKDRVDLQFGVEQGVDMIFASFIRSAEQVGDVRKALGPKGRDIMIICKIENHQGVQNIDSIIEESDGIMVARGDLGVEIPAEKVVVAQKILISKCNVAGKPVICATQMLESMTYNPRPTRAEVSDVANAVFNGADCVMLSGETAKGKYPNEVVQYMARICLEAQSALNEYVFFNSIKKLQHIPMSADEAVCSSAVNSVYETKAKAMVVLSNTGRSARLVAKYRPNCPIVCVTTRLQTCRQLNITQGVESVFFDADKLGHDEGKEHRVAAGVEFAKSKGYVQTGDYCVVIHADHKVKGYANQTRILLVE
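Kinase-Glo luminescence read after 1 h RT reaction of 0.1 nM LmPK with 0.5 mM PEP and 0.1 mM ADP. Activity scaled between uninhibited and enzyme-free controls.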
AmpC no deterg: qHTS Inhibitors of AmpC Beta-Lactamase (assay without detergent). actives 0.52% (n = 330,000). Potency, µM (doses to about 57.1 µM), without a hit: at the top dose activity change, negative = inhibition, actives largely listed as inhibitors. P00811. AID 485341, 2010. AmpC nitrocefin hydrolysis, absorbance 480 nm, 0.0001% Triton;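 note: potency is the fitted concentration of half-maximal effect; plate controls were no compound for no effect and no enzyme for full effect; nearly all actives have a fitted effect of over 20% in size; some results filed as inactive show a strong effect at the top dose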
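AmpC (5.3 nM in the dispensed reagent) in 20 mM phosphate pH 7.0 with 0.01% (detergent screen) or 0.0001% Triton X-100 was preincubated with compounds for 15 min at room temperature. Nitrocefin was then added from an 800 uM solution, and hydrolysis was followed at 480 nm.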
HCMV antiviral: qHTS Assay for inhibitors of the human cytomegalovirus (HCMV) | HFF cells, HCMV-luciferase reporter, 72 h; stronger effect = lower value | activity change, negative = inhibition, % at 57.5 µM | actives 4.5% (n = 410,000); in the data active = activity change below about -60%; inconclusive = no clear call, values can overlap the other calls; inactive = above about -39%
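Inhibition of viral replication was scored as loss of reporter luminescence in HFFs infected with HCMV-luciferase (MOI 1 PFU/cell) for 72 h; compounds tested at 2 doses, normalized to buffer and Salinomycin controls.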
Numbers without * were called inactive; ? = inconclusive; nt = no result given; & = joins results of further samples; ! = repeats disagree; [ ] = remark or other dose. Unless noted, calls come from the whole dose curve; as a rule, active = well fitted curve in the direction sought with a large enough effect; inconclusive = small, poorly fitted or top-dose-only effect, or another doubt; inactive = no such curve, though single readings can be large; an effect the other way counts as inactive or inconclusive. Unless noted, % is set by controls: 0 for no effect and ±100 for the full control effect.

The first 9 records as a preview:
item	SMILES	TbPYK inhibitor	AmpC inh detg	HCV inh	AMA1 RON2 block	LmPK inh	AmpC no deterg	HCMV antiviral
1	CCCn1nc(NS(C)(=O)=O)c2cc3cccc(C)c3nc21	0%	-12%	4%	3%	2%	-11%	-10
2	CC(NC(=O)c1ccc2c(c1)CCN2S(=O)(=O)c1ccccc1)c1ccccc1 (stereo not drawn)	11%	22%	nt	nt	nt	nt	-15
3	Cc1ccc(C)c(S(=O)(=O)Nc2cccc(-n3cnnn3)c2)c1	-9%	-12%	12%	12%	7%	-45%	?
4	CC(=O)OCC1=C(C(=O)O)N2C(=O)[C@@H](NC(=O)Cc3cccs3)[C@H]2SC1	-16%&0%	7.1µM*	0.56µM*!	0%	14%	8.9µM*	0
5	O=C(CCc1nc2ccccc2c(=O)[nH]1)N1CCN(S(=O)(=O)c2cccc([N+](=O)[O-])c2)CC1	2%	?	-20%	-7%	nt	-17%	25
6	COc1ccc(/C(O)=C2/C(=O)C(=O)N(CCN(C)C)C2c2cccnc2)cc1OC (stereo not drawn)	2%	4%	8%	24%	1%	-5%	27
7	COc1ccc(-n2c(Cn3nnc4ccccc43)n[nH]c2=S)cc1	?	-7%	-2%	42%[activator]	1%	-20%	-11
8	CC(=O)N/C(N)=N/c1nc(=O)c2ccccc2s1	-3%	-4%	17%	-5%	-6%	2%	90
9	COc1cccc(C(CC(=O)NCCN2CCOCC2)NS(=O)(=O)c2ccc(C)cc2)c1OC (stereo not drawn)	-20%	1%	-8%&24%	13%	1%	-15%	-35

Main list, from the first entry:
item	SMILES	TbPYK inhibitor	AmpC inh detg	HCV inh	AMA1 RON2 block	LmPK inh	AmpC no deterg	HCMV antiviral
1	CCCn1nc(NS(C)(=O)=O)c2cc3cccc(C)c3nc21	0%	-12%	4%	3%	2%	-11%	-10
2	CC(NC(=O)c1ccc2c(c1)CCN2S(=O)(=O)c1ccccc1)c1ccccc1 (stereo not drawn)	11%	22%	nt	nt	nt	nt	-15
3	Cc1ccc(C)c(S(=O)(=O)Nc2cccc(-n3cnnn3)c2)c1	-9%	-12%	12%	12%	7%	-45%	?
4	CC(=O)OCC1=C(C(=O)O)N2C(=O)[C@@H](NC(=O)Cc3cccs3)[C@H]2SC1	-16%&0%	7.1µM*	0.56µM*!	0%	14%	8.9µM*	0
5	O=C(CCc1nc2ccccc2c(=O)[nH]1)N1CCN(S(=O)(=O)c2cccc([N+](=O)[O-])c2)CC1	2%	?	-20%	-7%	nt	-17%	25
6	COc1ccc(/C(O)=C2/C(=O)C(=O)N(CCN(C)C)C2c2cccnc2)cc1OC (stereo not drawn)	2%	4%	8%	24%	1%	-5%	27
7	COc1ccc(-n2c(Cn3nnc4ccccc43)n[nH]c2=S)cc1	?	-7%	-2%	42%[activator]	1%	-20%	-11
8	CC(=O)N/C(N)=N/c1nc(=O)c2ccccc2s1	-3%	-4%	17%	-5%	-6%	2%	90
9	COc1cccc(C(CC(=O)NCCN2CCOCC2)NS(=O)(=O)c2ccc(C)cc2)c1OC (stereo not drawn)	-20%	1%	-8%&24%	13%	1%	-15%	-35
10	CC(C)NC(=O)NC(=O)COC(=O)c1ccccc1Oc1ccccc1	-14%	-3%	13%	-11%	5%	-10%	70
11	COc1cccc(NC(=O)C2=C(C)C(=O)OC23CCN(C(C)=O)CC3)c1	4%[15.4 µM]	-3%	nt	nt	nt	nt	?
12	CC1CCC(NC(=O)CCCn2sc3ccccc3c2=O)CC1 (stereo not drawn)	-18%	-2%	-2%	-2%	2%	13%	-2
13	COc1cc(OC)c(C(=O)Nc2cccc3ccccc23)cc1OC	1%	-13%	-26%	-2%	12%	89%[activator]	-20
14	CCOc1ccccc1CNC(=O)c1cn(-c2ccc(OC)cc2)c(=O)c2ccccc12	6%	7%	nt	nt	nt	nt	?
15	CN1CCN(c2ccc(S(=O)(=O)N3CCCCC3)cn2)CC1	-2%	?	13%	0%	-8%	-31%	-1
16	COc1ccc(CN2CC(=O)N3[C@H]4c5cc(C)ccc5OC[C@@H]4[C@H](c4ccccc4)[C@]3(C)C2=O)cc1	-5%	nt	-6%	-11%	nt	29%	0
17	Cc1ccc(-c2nn(-c3ccccc3)cc2C(=O)NN2CCN(C)CC2)cc1	2%	-6%	-21%	-13%	-5%	57%	15
18	CCCCn1c(SCC(=O)N2CC(=O)Nc3ccccc32)nnc1-c1ccoc1C	-4%	0%	2%&20%	8%	2%	16%	-10
19	O=[N+]([O-])c1ccc(C(c2sc3nc(-c4ccco4)nn3c2O)N2CCC3(CC2)OCCO3)cc1 (stereo not drawn)	-8%	0%	nt	nt	nt	nt	8
20	CCN(C[C@H]1N[C@@](C)(C(=O)OC)[C@H]2C(=O)N(C)C(=O)[C@@H]12)S(=O)(=O)c1ccc(F)cc1	1%	nt	49%[activator]	12%	nt	-17%	-22
21	COc1cccc(Oc2cn[nH]c2-c2ccc(O)cc2O)c1	2%	-1%	?	13%	1%	-32%	-16
22	COc1ccc(C(C)(O)c2nc(-c3ccccc3)cs2)cc1 (stereo not drawn)	-3%	nt	nt	1%	nt	nt	-78*
23	Cc1ccc(S(=O)(=O)NC(=O)c2ccccc2C)cc1	-6%	2%	3%	0%	0%	-10%	-21
24	Cc1coc2c(C)c3oc(=O)c(CCC(=O)N[C@@H](C)C(=O)N[C@@H](Cc4ccccc4)C(=O)O)c(C)c3cc12	-12%	-9%	27%	2%	-2%	51%	-20
25	CCCc1cc(=O)n2[nH]c(C)nc2n1	-2%	-7%	-8%	21%	1%	-20%	21
26	Cc1ccc(S(=O)(=O)NCCNC(=O)CN2CCOCC2)cc1	-2%	-12%	9%	-18%	2%	-24%	-10
27	COCCCn1c2nc3ccccc3nc2c2c(=O)n(-c3ccccc3OC)cnc21	-1%	1%	3%	-4%	-2%	-11%	-19
28	CCN(CC)S(=O)(=O)c1ccc(NC(=O)c2ccccc2N(C)S(C)(=O)=O)cc1	6%	-4%	6%	-26%	-1%	-4%	-13
29	Cc1csc(N/N=C/c2c(F)cccc2Cl)n1	0%	3%	3%	81%[activator]	-1%	-32%	49
30	C[C@@H]1CN([C@@H](C)CO)C(=O)Cc2cc(NC(=O)Nc3ccc(C(F)(F)F)cc3)ccc2O[C@@H]1CN(C)S(=O)(=O)c1ccc(Cl)cc1	-8%	nt	?	-6%	nt	38%	-29
31	COC(=O)c1c(-c2ccc(OC)cc2)sc2cc3c(cc12)OCO3	-1%	9%	11µM*	96%[activator]	nt	-14%	90
32	Oc1ccc(C23CC4CC(CC(C4)C2)C3)cc1O	?	4%	?	-22%	0.28µM*	-29%	?
33	CCCCc1n(CC(=O)c2ccc(Cl)cc2)c2ccccc2[n+]1C	-16%	-2%	23%	-11%	-1%	24%	?
34	O=C(CN1C(=O)CCSc2ccccc21)Nc1ccccc1	4%	-2%	0%	-5%	10%	1%	1
35	N/C(=N\O)c1ccccc1-n1cccc1	-10%	-13%	11%	-17%	0%	-12%	-19
36	CC(=O)Nc1ccc2c(c1Br)Cc1ccccc1-2	1%	nt	?	17%	nt	nt	-20
37	CCNc1nc(NCC)nc(OCCNS(=O)(=O)c2cc(C)ccc2C)n1	0%	1%	?	5%	5%	3%	28
38	O=C(NC[P+](=O)O)OCc1ccccc1	2%	?	-8%	0%	6%	-18%	-6
39	O=C(NCCN1CCOCC1)c1cccnc1SCc1ccccc1Cl	-4%	-5%	4%	16%	-2%	28%	3
40	CCOC(=O)c1cccc(NC(=O)c2cc3c(-c4cccc(OC)c4)nn(C)c3s2)c1	0%	2%	nt	nt	nt	nt	-7
41	O=C1CC(c2ccccc2)CC(O)=C1C=NCCCN1CCOCC1 (stereo not drawn)	2%	-7%	?	-2%	2%	-12%	-14
42	Cc1nn(CC2CC2)c(=O)n1-c1ccc(F)cc1	0%	-12%	10%	10%	8%	3%	-32
43	CC(=O)Nc1ccc(N/C=C2/CCCC2=O)cc1	2%	-11%	1%	-12%	2%	-2%	-5
44	O=C(CSc1nc(-c2cccs2)cc(C(F)(F)F)n1)Nc1cc(OCC(F)(F)F)cc([N+](=O)[O-])c1	-6%	1%	?	8%	4%	-13%	?
45	Cc1cc(C(=O)N/N=C/c2cc(Cl)cc([N+](=O)[O-])c2O)n[nH]1	-8%	-3%	35%[activator]	1%	-7%	-27%	-28
46	O=C(Nc1ccc(Cl)cc1)Nc1ccc(N2CCC(C(F)(F)F)CC2)nc1	-1%	2%	-6%	-8%	-11%	-29%	1
47	O=C(CCN1C(=O)/C(=C\c2ccccc2)SC1=S)N1CCCCC1	-1%	-6%	6%	5%	-6%	-6%	-68*
48	COc1ccccc1N1CCN(c2cc(C)nc3nc(-c4ccc(C)cc4)nn23)CC1	2%	16%	nt	nt	nt	nt	14
49	CN1C(=O)COc2ccc(C(=O)c3oc4ccccc4c3-c3cnc4c(c3)COc3ccccc3-4)cc21	nt	?	-11%	nt	6%	-29%	nt
50	O=C(OCc1nc2ccccc2s1)[C@@H]1CCCN1S(=O)(=O)c1ccccc1F	nt	-3%	13%	nt	2%	-1%	73

(more compounds)
item	SMILES	TbPYK inhibitor	AmpC inh detg	HCV inh	AMA1 RON2 block	LmPK inh	AmpC no deterg	HCMV antiviral
51	FC(F)(F)c1cccc(-n2cc(-c3ccccc3)c3c(N4CCCCC4)ncnc32)c1	1%	-1%	nt	nt	nt	nt	9
52	O=C(COC(=O)c1ccco1)NCC1CCCCC1	-3%	-2%	17%	2%	nt	-3%	-14
53	Cc1ccc(/C(O)=C/c2nc3cc(C)ccc3oc2=O)cc1	0%	4%	-1%	-6%	-16%	-31%	34
54	Cc1occc1C(=O)Nc1cccc(C(=O)NCc2ccccc2)c1	-1%	5%	?	-16%	1%	-31%	7
55	COc1cc2c(cc1OC)-c1nnc(-c3cccs3)n1C1(CCCC1)C2	-2%	3%	25%	-4%	-4%	-9%	17
56	O=[N+]([O-])c1ccc(O)c(/C=N/n2c(-c3ccccc3)n[nH]c2=S)c1	?	?	19%	65%[activator]	0%	75%	-7
